# Compound activity (PubChem BioAssay)
# ERG-DNA inh: qHTS for Small Molecule Inhibitors of the ERG Ets/DNA interaction; Transcriptional regulator ERG (Homo sapiens), P11308; fluorescence polarization, His-ERG Ets domain / labelled DNA; Potency, µM (highest dose often 76.9 µM), without a hit: at the highest dose FP activity, negative = inhibition, hits mostly inhibitors; 370,000 tested, 0.028% active; active = well fitted inhibition curve with a large enough effect in the polarisation, with a control signal flat; inconclusive = small, poorly fitted or top-dose-only effect, or effect the other way, or a change in a side signal; inactive = no such curve, though single readings can be large or run the other way; the % refers to the polarisation;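 note: polarization taken with two DNA probes labelled with fluorescein and Texas red; potency is the fitted concentration of half-maximal effect; % of control where 0% means no effect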
#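 His-tagged ERG Ets domain (1 uM in the protein solution; 300mM KCl, 50mM Tris-HCl, 1mM EDTA, 1mM DTT, pH 7.5) received compound, then a probe mix of 5 nM fluorescein-DNA and 100nM Texas-615-DNA. Fluorescence polarization was read for both dyes.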
# ALOX12 inh: Primary qHTS assay for inhibitors of human arachidonate 12S-lipoxygenase (ALOX12): Round 2; purified 12hLO, xylenol orange hydroperoxide absorbance; Potency, µM (doses to about 108 µM), for the others: top-dose activity change, negative = inhibition, actives largely listed as inhibitors; 580,000 tested, 1.1% active; AID 1671190, 2021; Polyunsaturated fatty acid lipoxygenase ALOX12 (Homo sapiens), P18054; note: potency is the fitted concentration of half-maximal effect; % is set by controls: 0 for no effect and ±100 for the full control effect
#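 Purified human 12hLO (150 nM final) in 25 mM Hepes, 0.01% Triton X-100, pH 7.0 was preincubated 15 min at room temperature with compound. Then 40 uM arachidonic acid was added, 30 min. Hydroperoxide was read by Fe-XO absorbance ratio 573/405 nm.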
# APE1 inh: qHTS Assay for Inhibitors of the Human Apurinic/apyrimidinic Endonuclease 1 (APE1); DNA repair nuclease/redox regulator APEX1 (Homo sapiens), P27695; recombinant APE1, TAMRA/BHQ-2 abasic DNA cleavage fluorescence; Potency, µM (doses to about 65.8 µM), for inactives: at the highest dose activity change, negative = inhibition, hits mostly inhibitors; 350,000 tested, 0.35% active; AID 2517, 2012;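 note: potency is the fitted concentration of half-maximal effect; plate controls were vehicle for no effect and reference inhibitor for full effect; nearly all actives have a fitted effect of over 55% in size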
# Target sequence (P27695 whole entry, looked up): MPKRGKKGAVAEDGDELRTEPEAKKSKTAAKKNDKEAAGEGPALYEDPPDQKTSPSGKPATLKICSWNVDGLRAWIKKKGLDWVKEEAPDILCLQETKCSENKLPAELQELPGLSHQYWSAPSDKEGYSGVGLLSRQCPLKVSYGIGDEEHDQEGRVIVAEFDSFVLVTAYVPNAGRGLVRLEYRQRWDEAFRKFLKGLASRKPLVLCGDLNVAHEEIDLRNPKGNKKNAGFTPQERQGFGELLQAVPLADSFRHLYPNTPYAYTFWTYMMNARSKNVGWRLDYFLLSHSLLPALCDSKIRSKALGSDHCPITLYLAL
#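 0.75 nM APE1 + cpd, 15 min RT; start w/ 50 nM TAMRA/BHQ-2 THF-abasic dsDNA; kinetic fluor 525/598 nm ×3 reads @60 s; Δ(read3−read1); normalized to DMSO and NSC13755 control wells.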
# POLK inh: qHTS for Inhibitors of Polymerase Kappa; purified Pol kappa, fluorescent DNA synthesis assay, 10 min; Potency, µM (highest dose often 107 µM), inactives show top-dose activity, negative = inhibition, actives largely listed as inhibitors; DNA polymerase kappa (Homo sapiens), Q9UBT6; 400,000 tested, 0.53% active; AID 588579, 2011; note: potency is the fitted concentration of half-maximal effect; % is set by controls: 0 for no effect and ±100 for the full control effect
#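 Inhibition of 10 nM Pol kappa is measured by a fluorescent read-out at 0 and 10 min following addition of 50 nM substrate (final), with a 15-min room-temperature compound preincubation.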
# POLI inh: qHTS for Inhibitors of Polymerase Iota; Potency, µM (titrated, usually from 115 µM), for inactives: at the highest dose activity, negative = inhibition, hits mostly inhibitors; Pol iota fluorescent replication assay, 10 min; AID 588590, 2011; 390,000 tested, 1% active; note: potency is the fitted concentration of half-maximal effect
#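 Fluorescent replication assay read twice, at 0 min and 10 min after adding 50 nM (final) substrate. Enzyme (10 nM) and compounds were first incubated 15 min at room temperature; enzyme-free buffer wells were negative controls.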
# BLM inh: qHTS Assay for Inhibitors of Bloom's syndrome helicase (BLM); recombinant BLM DNA unwinding, fluorescence dequenching; Potency, µM (series often up to 56.1 µM), without a hit: at the highest dose activity change, negative = inhibition, most hits filed as inhibitors; 350,000 tested, 0.2% active; AID 2528, 2010;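 note: potency is the fitted concentration of half-maximal effect; plate controls were vehicle for no effect and no enzyme for full effect; nearly all actives have a fitted effect of over 35% in size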
# POLB inh: qHTS Assay for Inhibitors of DNA Polymerase Beta. P06746. Pol beta primer extension/strand displacement, fluorescence kinetic. Potency, µM (series often up to 114 µM), inactives show at the top dose activity change, negative = inhibition, hits mostly inhibitors. 340,000 tested, 1.3% active. AID 485314, 2010; note: potency is the fitted concentration of half-maximal effect; % is set by controls: 0 for no effect and ±100 for the full control effect
#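 Curves were derived by four-parameter Hill fits of normalized qHTS data. The kinetic fluorescent primer-extension read was taken at 0 and 10 min after 50 nM substrate, following a 15 min room-temperature preincubation of 10 nM enzyme with compounds.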
# Apoferritin bind: qHTS Assay for Identification of Novel General Anesthetics; Ferritin light chain (Equus caballus), P02791; apoferritin/1-aminoanthracene competitive binding, fluorescence; Potency, µM (highest dose often 77.5 µM), without a hit: top-dose activity change, negative = displacement, most hits filed as inhibitors; 350,000 tested, 0.074% active; AID 485281, 2010; note: potency is the fitted concentration of half-maximal effect; % is set by controls: 0 for no effect and ±100 for the full control effect; nearly all actives have a fitted effect of over 20% in size
# Target sequence (P02791 2-175 limits assumed): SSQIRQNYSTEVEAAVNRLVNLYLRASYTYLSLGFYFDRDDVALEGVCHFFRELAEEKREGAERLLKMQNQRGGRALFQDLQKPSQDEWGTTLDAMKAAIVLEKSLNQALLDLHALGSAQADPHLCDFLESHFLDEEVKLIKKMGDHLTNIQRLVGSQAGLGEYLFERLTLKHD
#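 Apoferritin-based anesthetic binding model; compound displacement of fluorescent 1-AMA measured as endpoint fluorescence after 10 minutes at room temperature, scaled to free-ligand and complex controls.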
# TRHR agonist: qHTS for Small Molecule Agonists and Allosteric Enhancers of Human TRH Receptor: Primary Screen for Agonists; activation, % at 2 µM; Thyrotropin-releasing hormone receptor (Homo sapiens), P34981; AID 493084, 2011; TRHR cells, calcium flux fluo-8, FDSS agonist mode; 360,000 tested, 0.18% active; in the data active = activation above about 30%; note: 0% is about no effect
# Target sequence (P34981 whole entry, looked up): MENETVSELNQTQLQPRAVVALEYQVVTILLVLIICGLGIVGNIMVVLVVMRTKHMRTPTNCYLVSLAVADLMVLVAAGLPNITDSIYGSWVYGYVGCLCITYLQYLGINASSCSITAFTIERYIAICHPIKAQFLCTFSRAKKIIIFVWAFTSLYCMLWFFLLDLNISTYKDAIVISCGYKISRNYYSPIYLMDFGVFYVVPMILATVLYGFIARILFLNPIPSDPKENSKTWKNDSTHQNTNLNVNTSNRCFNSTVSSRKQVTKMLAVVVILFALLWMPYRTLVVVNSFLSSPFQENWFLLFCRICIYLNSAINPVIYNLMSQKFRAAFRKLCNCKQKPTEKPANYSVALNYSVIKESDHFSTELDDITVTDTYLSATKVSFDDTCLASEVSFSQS
#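 Steps: seed TRHR cells overnight; add fluo-8 no-wash Ca dye, RT 30 min–1.5 h; record 10 s baseline; pin-transfer compounds; monitor fluorescence 1 cycle/s for the agonist window. Calcium increases flag candidate agonists.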
# Starred values were filed as active, the others as inactive; ? = inconclusive; / = no result given; & = joins results of further samples; [ ] = remark or other dose. Unless noted, calls come from the whole dose curve; as a rule, active = well fitted curve in the direction sought with a large enough effect; inconclusive = small, poorly fitted or top-dose-only effect, or another doubt; inactive = no such curve, though single readings can be large; an effect the other way counts as inactive or inconclusive. These rows are one share of the data (hit frequency here may not be typical).
SMILES | ERG-DNA inh | ALOX12 inh | APE1 inh | POLK inh | POLI inh | BLM inh | POLB inh | Apoferritin bind | TRHR agonist
COc1ccc(-c2nc(N)ncc2-c2ccc(Cl)cc2)c(O)c1 | -14.8% | -13.0% | -15.3% | 9.7% | -11.4% | -9.4% | 21.1% | -12.5% | 0.9
Cc1cccc(NC(=S)NCC(c2cccnc2)N2CCOCC2)c1 (centres undefined) | -1.1% | -7.8% | 0.5% | -3.5% | 12.6% | 3.0% | 11.0% | -2.9% | 1.5
COc1ccc2c(C)c(Cl)c(=O)oc2c1 | -9.6% | 34.4%[activator] | -6.1% | -9.3% | -1.5% | 3.4% | 21.4% | -17.5% | -0.1
Cc1ccc2nc(-c3ccc(NC(=S)NCCC(C)C)cc3)sc2c1 | 5.5% | 0.0%[57.4 µM] | / | -4.4% | -10.7% | / | / | / | /
CCOC(=O)C1CCN(C(=O)CN2c3ccc(CC)cc3-c3ccccc3S2(=O)=O)CC1 | 5.7% | 1.2%&-5.2% | / | -20.0% | 29.9% | 3.5% | -22.6% | 190.7%[activator] | -2.7
CCN(CC)S(=O)(=O)c1ccc(/C=C/C(=O)OCC(=O)N(C)C)cc1 | 1.2% | 0.0% | 0.2% | -13.8% | 99.0%[activator] | 0.5% | ? | -11.5% | 0.7
COc1ccc(S(=O)(=O)Nc2cccc(SC)c2)cc1C(=O)N1CCOCC1 | -1.9% | -7.8% | 24.0% | -13.0% | 110.4%[activator] | -3.2% | 24.7% | -6.9% | -0.3
CC(=O)Nc1ccc(NC2=CC(=O)c3ccccc3C2=O)cc1 | 0.0% | -10.0% | -0.7% | -9.7% | 57.5%[activator] | -12.2% | -15.2% | -7.6% | -0.6
O=C1c2ccccc2C(=O)c2c(Nc3ccc(CCO)cc3)ccc(O)c21 | 9.9% | 29.1% | 5.6% | -6.4% | ? | -14.1% | 5.9% | -14.5% | -0.7
Cc1cc(C)c(-c2cc(NC(=O)CSc3nncn3C)n(-c3ccccc3)n2)cc1C | -4.0% | 353.6%[activator] | 4.7% | -2.7% | 2.2% | -3.8% | 2.4% | -2.7% | -0.8
O=C(OCC(=O)N1CCN(S(=O)(=O)c2ccccc2)CC1)c1ccc([N+](=O)[O-])o1 | 3.7% | -6.5% | -7.3% | -1.4% | 96.9%[activator] | -1.3% | ? | -19.7% | -0.5
O=C1[C@@H]2CSC(c3ccc(F)cc3)N2C(=O)N1c1ccc(Cl)cc1 (some centres undefined) | 0.0% | ? | / | -6.9% | -15.1% | -7.2% | 0.3% | -1.6% | -0.2
O=C(CSCc1ccccc1Cl)Nc1ccc(C(=O)O)cc1 | 2.1% | -2.2% | -6.5% | -3.7% | 108.4%[activator] | -0.1% | 8.5% | -1.3% | 0.0
Cc1onc(-c2c(Cl)cccc2Cl)c1C(=O)NC(C)(C)CO | -8.8% | 0.0% | -0.5% | -20.7% | ? | 0.2% | 3.5% | 9.4% | 0.2
COCCN1CC(=O)N2C(c3cccc(OC)c3)c3[nH]c4ccccc4c3C[C@H]2C1=O (some centres undefined) | -3.5% | 8.0% | -11.4% | -7.2% | 160.1%[activator] | -2.8% | ? | 3.9% | -1.0
Cc1ccc2oc(-c3ccc(Cl)c(NC(=O)c4cc5ccccc5o4)c3)nc2c1 | 4.1% | -2.7% | / | -8.8% | ? | -6.8% | -0.9% | 0.7% | 1.2
CC(C)NC(=O)c1cc2c(C(F)(F)F)nn(C)c2s1 | -0.2% | -24.8% | -6.3% | -4.3% | -14.1% | 7.0% | 27.7% | -13.0% | -0.8
Cc1ccc(CNC(=O)CCn2cc(-c3ccc(F)cc3)nc2-c2ccncc2)cc1 | -12.2% | -2.3% | 3.5% | -6.9% | 0.7% | / | / | / | -0.5
O=S(=O)(NCC(c1ccco1)N1CCc2ccccc2C1)c1ccc(Br)cc1 (centres undefined) | -8.0% | -14.8% | 13.5% | 0.3% | 3.0% | / | / | / | -0.5
CN(C)CCCNCCCNC(=O)/C(=N\O)c1ccccn1 | -3.0% | 13.0% | 17.8% | 5.0% | -1.6% | 5.2% | 46.3% | 11.1% | 0.4
O=C(Nc1cccc([N+](=O)[O-])c1)Nc1cccs1 | 11.2% | ? | ? | -21.7% | -26.2% | -13.2% | ? | -21.6% | 0.7
O=C(NCc1ccc(F)cc1)C1CCN(c2ncnc3c2nc2n3CCCCC2)CC1 | -0.5% | -11.1% | / | 2.5% | 15.8% | -0.9% | -5.8% | 31.9%[activator] | 0.7
Cc1ccc(/C=N/NC(=O)Cc2ccc(Cl)cc2)s1 | 3.9% | 71.4%[activator] | -9.4% | -13.1% | ? | -7.5% | ? | ? | -0.6
O=C(c1ccc([N+](=O)[O-])cc1)N(Cc1ccco1)c1ccccn1 | 6.7% | -11.3% | / | -13.4% | 21.4% | -2.7% | 0.4% | -2.8% | -0.6
Cn1c(N2CCN(c3ccccn3)CC2)nc2c1c(=O)n(Cc1ccccc1Cl)c(=O)n2C | 10.7% | 7.9% | / | 4.8% | -1.9% | / | / | / | /
CC[C@@H]1C(c2cccc(C)c2)=NN(c2ccc(Br)cc2)[C@H]1C(=O)N1CCOC1=O | / | / | -11.4% | -19.7%[60.1 µM] | / | -12.7%[75.6 µM] | / | 540.7%[activator] | /
O=C(Nc1ccc(C(F)(F)F)cc1)c1ccccc1 | 0.0% | 4.3% | 23.1% | 2.6% | -27.5% | / | / | / | 0.0
CCCn1c(N)c(N(CCOC)C(=O)CSc2c(Cl)cccc2Cl)c(=O)[nH]c1=O | -8.5% | 172.5%[activator] | 8.9% | -8.2% | 22.8% | / | / | / | /
CCn1cc(C2=NC(CCSC)CO2)c2ccccc21 (centres undefined) | -2.8% | ? | 25.9% | -0.3% | 68.5%[activator] | -3.9% | 21.9% | -4.2% | 1.5
Cc1ccc(CNC(=O)CSc2nnc3c(n2)[nH]c2ccccc23)cc1 | -4.4% | -22.1% | -8.1% | 6.5% | 1.2% | -2.5% | ? | -2.4% | 0.5
CC(C)c1nn2c(=O)cc(COC(=O)C3CCCCC3)nc2s1 | -0.1% | -27.8% | / | 4.6% | 18.8% | -1.5% | -2.6% | ? | 0.1
CCCCn1c(=O)c2oc3ccccc3c2n(Cc2cccc(C)c2)c1=O | -2.4% | 0.0% | / | -7.1% | -14.9% | -7.9% | -1.3% | -3.6% | 0.2
O=[N+]([O-])c1cc([N+](=O)[O-])c2cc3ccccc3nc2c1 | 35.4%[activator] | -22.0% | 8.1% | 2.6% | 40.1%[activator] | -4.2% | 50.6% | -10.9% | 10.5
Cc1ccc(-n2ncc3c(N4CCN(c5ccccc5)CC4)ncnc32)cc1C | 6.2% | -3.5% | / | -10.6%[60.1 µM] | ? | -3.3% | -3.4% | -4.5% | -0.5
COc1ccccc1N(CCC#N)C(=O)COC(=O)CCC(=O)c1ccc(F)cc1 | -0.5% | 27.2% | -3.9% | -11.2% | ? | / | / | / | 0.0
Cc1sc2nc(CN3CCN(c4ccc(O)cc4)CC3)[nH]c(=O)c2c1C | 14.1% | ? | -3.3% | -6.0% | -1.6% | -13.9% | -17.6% | -8.6% | 0.6
CCCC(=O)Nc1ccc(Cl)c(NC(=O)c2ccc([N+](=O)[O-])cc2Cl)c1 | 0.0% | -13.0% | 3.0% | 1.4% | -12.3% | -1.0% | -15.3% | -2.8% | -0.2
Cc1ccc(C)n1CCN1CCN(CC(=O)Nc2ccc(S(N)(=O)=O)cc2)CC1 | -7.2% | 0.0% | 0.9% | -2.2% | -5.5% | 0.8% | -6.2% | -10.5% | 1.1
CCCC(=O)Nc1ccc(Cl)c(NC(=O)c2cccnc2)c1 | / | 7.0% | 0.8% | -3.9%[60.1 µM] | 33.8%[activator] | -2.9% | -0.4% | 0.2% | 0.2
CCOC(=O)c1cnc(SCC(=O)OCC(=O)NC2CCS(=O)(=O)C2)nc1N (centres undefined) | 6.9% | -2.0% | -1.5% | -11.0% | 9.2% | / | / | / | 0.0
Cc1cc2ccc(C)c(C)c2nc1SCC(=O)c1cccs1 | -7.6% | 0.0% | -4.5% | 2.2% | 11.0% | -4.3% | -9.0% | -11.2% | 1.3
O=C(CCN1C(=O)/C(=C\c2cccc(Br)c2)SC1=S)N1CCOCC1 | 30.1%[activator] | 1.2% | -0.5% | -2.9% | 21.5% | -2.1% | 31.5% | -6.9% | 0.4
Cc1ccccc1OCCCN1CCOCC1 | 4.6% | -2.0% | 38.2% | 11.8% | 3.6% | -3.6% | 13.7% | -6.3% | 0.2
COc1ccccc1-c1ccc2ncnc(N3CCOCC3)c2c1 | / | -9.8% | 3.4% | -2.0%[60.1 µM] | / | -2.4% | / | / | /
CSc1nnc2c3ccccc3n(Cc3ccccc3)c2n1 | 6.1% | 20.9% | -4.3% | -3.5% | -4.1% | -2.3% | -0.5% | -7.8% | -0.4
Cc1ccc(-c2noc(CN(C)C(=O)c3ccc(Br)o3)n2)cc1 | 10.8% | -1.0% | -2.6% | -9.1% | 15.3% | / | / | / | 0.4
Cn1c(=O)c2[nH]c(C3CC4CCC3C4)nc2n(C)c1=O (centres undefined) | -7.8% | -7.1% | / | -3.6% | -2.9% | / | / | / | /
